HSP90 refold inh = HSP90 refolding inhibition in rabbit reticulocyte lysate | AID 1789 | inhibition, % at 5.6 µM | 290,000 compounds, 0.91% hits | luciferase refolding luminescence, 3 h;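 active = inhibition above the screen-wide mean plus 3 SD, computed separately per campaign, cut at about 16% in these data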;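 also: 0% = DMSO wells and 100% = 60 µM geldanamycin wells; inhibitors lower the luminescence because luciferase stays unfolded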
HSF-1 act = increases HSF-1 driven luciferase reporter signal. activation, % at 9 µM. NIH3T3-HGL HSF-1 luciferase reporter, MG132, 8 h; 100% = twice DMSO control signal. 300,000 compounds, 1.7% hits. AID 504408;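 active = mean replicate activation of at least 50% with a set share of replicates each reaching 50%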;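 also: 0% = median of the neutral control wells and 100% = twice that signal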
HSF1 inhib = HSF1 inhibition; NIH3T3-HGL HSE-luciferase, MG132-induced, luminescence 8 h; stronger effect = lower value; activity change, negative = inhibition, % at 7.5 µM (by protocol); 300,000 compounds, 0.77% hits; AID 2098;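 active = more than half of replicate wells show activity change below -50%, luminescence cut by over half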;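 also: luciferase reports HSF-1 transcriptional activity via heat shock element; 0% = median of DMSO wells and -100% = zero luminescence signal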
KLF5 inhibitor = inhibitors of KLF5 expression | DLD-1 KLF5 promoter-luciferase reporter, luminescence | inhibition, % at 5 µM | 290,000 compounds, 0.23% hits;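 active = inhibition above a per-plate limit of that plate's mean compound inhibition plus 3 SD, cut at about 60% in these data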;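 also: 0% = DMSO wells and 100% = LY294002 at 200 µM; higher means less KLF5 promoter-driven luciferase light; inactives centre near -14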
Platelet DG rel = platelet dense granule release activity; inhibition, %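 (compounds screened at 7.5 µM in platelet-rich plasma)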; human platelet-rich plasma, SFLLRN dense granule ATP release, luminescence; 300,000 compounds, 0.22% hits;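 active = mean replicate score, as percent of positive control, at or above 50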
DYRK1A inh = blocks rat Dyrk1A kinase activity. ADP-Glo luminescence, NFATc1 peptide. inhibition, % at 12.5 µM. 310,000 compounds, 0.43% hits; in the data active = inhibition above about 50%;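 also: plate controls were vehicle with enzyme for no effect and no enzyme for full effect; many of its hits are not listed in these tables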
GSK3B inh = inhibitors of human GSK3beta kinase | P49841 | GST-GSK3beta kinase, ADP-Glo luminescence, 60 min; stronger effect = lower value | activity score (negative = inhibition), % at 10 µM | 300,000 compounds, 0.038% hits | AID 2097;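 active = more than half of replicate wells score below -50%, meaning over 50% inhibition versus plate controls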;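 also: 0% = median DMSO wells and -100% = median GW8510 positive control wells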
Target sequence (P49841 whole entry, looked up): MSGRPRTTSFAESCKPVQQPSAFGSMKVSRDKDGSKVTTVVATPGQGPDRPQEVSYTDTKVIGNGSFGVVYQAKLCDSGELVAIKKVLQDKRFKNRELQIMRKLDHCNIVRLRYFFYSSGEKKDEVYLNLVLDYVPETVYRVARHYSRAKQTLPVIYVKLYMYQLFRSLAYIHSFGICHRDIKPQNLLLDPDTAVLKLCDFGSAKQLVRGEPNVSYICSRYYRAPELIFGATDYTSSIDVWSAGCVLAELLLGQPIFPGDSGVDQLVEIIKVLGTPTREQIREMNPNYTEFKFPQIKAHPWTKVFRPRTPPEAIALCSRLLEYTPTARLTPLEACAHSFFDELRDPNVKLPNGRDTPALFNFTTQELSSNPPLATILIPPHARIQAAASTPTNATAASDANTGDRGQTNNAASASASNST
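Test system – GST-tagged human GSK3beta kinase, cell-free · Incubation – 60 min enzyme reaction, room temperature · Signal – ADP-Glo luminescence · Also added – peptide substrate and ATP at 25 µM · Controls – DMSO neutral wells and GW8510 at 20 µM as positive · Buffer or medium – Tris/MgCl2 kinase buffer · Measure – Luminescence-derived activity versus plate DMSO and GW8510 wells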
IEC-6 cytotox = counter-screen for KLF5 inhibitors: cytotoxicity in IEC-6 cells; IEC-6 cytotoxicity, luminescence viability; inhibition, % at 5 µM; 290,000 compounds, 0.78% hits; AID 1825; in the data active = inhibition above about 22%;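 also: 0% = plate median of test compound wells and 100% = cytotoxic reference compound wells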
aSyn UTR inh = MLPCN primary screen, SNCA 5' untranslated region; inhibition, % (tested at 7.5 µM); alpha-synuclein 5'UTR reporter, inhibitor activity; 300,000 compounds, 0.82% hits; in the data active = inhibition above about 60%;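 also: H4 neuroglioblastoma cells stably carrying SNCA 5'UTR luciferase fusion; 0% = DMSO wells and 100% = positive control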
GSK3A inh = blocks human GSK-3 alpha kinase | ADP-Glo luminescence, 60 min | 320,000 compounds, 0.1% hits | inhibition, % at 10 µM | AID 2650;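 in the data active = inhibition above about 50%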;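 also: GST-tagged GSK-3 alpha with peptide substrate and 25 µM ATP; 0% = DMSO neutral wells and 100% = GW8510 positive control wells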
Target sequence (P49840 whole entry, looked up): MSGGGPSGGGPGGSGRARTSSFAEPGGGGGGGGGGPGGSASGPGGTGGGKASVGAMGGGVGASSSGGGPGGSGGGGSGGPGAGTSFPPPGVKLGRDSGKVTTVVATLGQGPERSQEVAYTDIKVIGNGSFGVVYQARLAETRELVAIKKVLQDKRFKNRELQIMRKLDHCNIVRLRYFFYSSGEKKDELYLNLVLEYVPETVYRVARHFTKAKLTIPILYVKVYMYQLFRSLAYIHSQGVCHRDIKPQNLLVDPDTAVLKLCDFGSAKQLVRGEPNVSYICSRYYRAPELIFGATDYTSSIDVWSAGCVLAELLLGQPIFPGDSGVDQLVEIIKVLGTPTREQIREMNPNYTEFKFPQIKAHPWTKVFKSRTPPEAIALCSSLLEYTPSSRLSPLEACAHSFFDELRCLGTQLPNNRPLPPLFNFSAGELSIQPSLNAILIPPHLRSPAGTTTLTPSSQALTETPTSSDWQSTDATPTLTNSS
Starred values were filed as active, the others as inactive; . = no result given. Not all compounds are listed; count on the stated rates, not on these rows.

SMILES	HSP90 refold inh	HSF-1 act	HSF1 inhib	KLF5 inhibitor	Platelet DG rel	DYRK1A inh	GSK3B inh	IEC-6 cytotox	aSyn UTR inh	GSK3A inh
COc1ccc(S(=O)(=O)NCc2cccnc2)cc1NC(=O)c1ccccc1	6	1	-3	-4	-3	-1	.	11	-3	-1
O=C(CN(c1ccccc1)S(=O)(=O)c1ccccc1)N1CCN(Cc2ccc3c(c2)OCO3)CC1	5	12	-11	-3	-6	0	2	-1	17	1
CC(=O)Oc1ccc(-c2csc(Nc3cccc(C)n3)n2)cc1	2	65*	45	-250	-2	-3	-1	-9	-250	2
O=C(NCc1ccccc1Cl)C(=O)NCC1OCCCN1S(=O)(=O)c1cccs1 (stereo not drawn)	-2	-5	-2	-10	9	-4	0	7	-6	-3
Cc1ccc2cc(CN(CC3CCCO3)C(=O)c3cccs3)c(=O)[nH]c2c1 (stereo not drawn)	1	5	14	-6	0	-5	1	4	15	-3
Cn1cnnc1SCC(=O)Nc1nc(-c2ccc(F)cc2)cs1	-5	2	-1	-2	5	-2	0	-2	-13	-1
CSc1nc(-c2cccs2)c(C#N)c(=O)[nH]1	-1	12	2	-26	4	48	3	5	-14	1
Cc1c(NC(=O)COC(=O)c2c3c(nc4ccccc24)CCCC3)c(=O)n(-c2ccccc2)n1C	2	-9	-6	10	-1	-5	2	-6	15	-6
O=C(COc1cccc(Br)c1)N/N=C1\CCCc2ccccc21	1	14	9	0	4	-1	0	-2	-49	-1
O=C1N(Nc2ccccc2)C(c2ccc(Br)cc2)C12CCCCC2 (stereo not drawn)	-5	-1	6	11	7	5	2	2	1	-1
COc1ccc2cc(C(=O)C3CCCN(C(=O)c4cccnc4)C3)ccc2c1 (stereo not drawn)	-3	0	3	-15	-1	.	-1	3	-17	-2
Cc1c(-c2ccccc2)c(=O)oc2ccc(O)cc12	-4	-6	-1	-33	13	31	1	1	-4	-1
O=S(=O)(NC1CCCCC1Oc1ccccc1)c1ccccc1 (stereo not drawn)	-6	-3	-3	8	3	3	1	-4	25	0
COc1cccc(/C=C/C(=O)NNC(=O)c2cc(C)oc2C)c1	.	-8	0	.	0	-4	-2	.	-3	-1
Cc1cc(C)n2nc(SCc3nnc(-c4ccc(F)cc4)o3)nc2n1	2	18	-1	-18	-4	.	6	0	-18	-3
COc1ccc(/C=C/C(=O)NC(C)C)cc1Br	-1	.	.	-2	-6	-1	-2	4	.	1
CCCS(=O)(=O)c1cn2cccc(N)c2c1S(=O)(=O)CCC	1	-29	-9	-3	-3	0	1	-3	8	-7
CCOc1cc2[nH]c(=S)n(CCOC)c(=O)c2cc1OCC	3	-3	-4	-31	-2	0	1	4	15	1
COCCN1C(=O)N[C@@H](CCc2ccccc2)[C@H](C(=O)OC)[C@H]1C	.	3	2	.	2	1	4	.	7	1
Cc1ccc2[nH]c(=O)c(CN(Cc3ccco3)C(=O)c3cccs3)cc2c1	4	36	21	-18	-8	.	2	5	6	.
Cc1cccc2sc(NNC(=O)c3ccc(S(=O)(=O)N4CC(C)CC(C)C4)cc3)nc12 (stereo not drawn)	6	-11	-16	15	0	5	-4	2	81*	-7
COc1ccc(-c2noc(CSc3ccc(C)cc3)n2)cc1	1	14	2	-21	0	-1	-1	0	8	-2
O=C(Cn1nc(-c2ccccc2)ccc1=O)Nc1ccc(N2CCN(C(=O)c3cccs3)CC2)cc1	1	1	5	-17	-7	.	0	5	20	4
CC1S/C(=N/N=C/c2ccco2)NC1=O (stereo not drawn)	-2	-1	-7	-42	17	12	1	2	6	1
Cc1ccc(CNC(=O)CN2CCC(C(N)=O)CC2)cc1	1	-1	-11	-12	-1	-2	0	5	3	-2

Continued; the last 5 above are carried over.
SMILES	HSP90 refold inh	HSF-1 act	HSF1 inhib	KLF5 inhibitor	Platelet DG rel	DYRK1A inh	GSK3B inh	IEC-6 cytotox	aSyn UTR inh	GSK3A inh
Cc1cccc2sc(NNC(=O)c3ccc(S(=O)(=O)N4CC(C)CC(C)C4)cc3)nc12 (stereo not drawn)	6	-11	-16	15	0	5	-4	2	81*	-7
COc1ccc(-c2noc(CSc3ccc(C)cc3)n2)cc1	1	14	2	-21	0	-1	-1	0	8	-2
O=C(Cn1nc(-c2ccccc2)ccc1=O)Nc1ccc(N2CCN(C(=O)c3cccs3)CC2)cc1	1	1	5	-17	-7	.	0	5	20	4
CC1S/C(=N/N=C/c2ccco2)NC1=O (stereo not drawn)	-2	-1	-7	-42	17	12	1	2	6	1
Cc1ccc(CNC(=O)CN2CCC(C(N)=O)CC2)cc1	1	-1	-11	-12	-1	-2	0	5	3	-2
CCN1C(=O)N(C(C)=O)C2C1N(C(C)=O)C(=O)N2C(C)=O (stereo not drawn)	-1	-9	-5	-40	-1	-4	0	1	25	2
O=S(=O)(c1ccccc1)N1CCN(C(=S)NCCCN2CCOCC2)CC1	2	-7	2	-5	7	-5	6	-3	-20	1
O=C(NCc1ccccc1OC(F)(F)F)C1CCC(=O)N(Cc2cccc(F)c2)C1 (stereo not drawn)	-3	11	4	-16	-3	-3	3	0	-11	-2
COC(=O)c1ccc2c(=O)n3c(nc2c1)SCC(c1ccccc1)=N3	2	7	2	-17	-15	5	0	-2	-112	0
CCCCCN(C(=O)CCC(=O)OCC(=O)N(C)C1CCCCC1)c1c(N)n(CCCC)c(=O)[nH]c1=O	.	-1	-5	.	-14	-6	-5	.	1	-1
Cn1cnc([N+](=O)[O-])c1Sc1ncccc1N	3	1	-14	-18	7	0	6	-1	-28	8
Cc1ccc(-c2nc(=S)c3c(n2Cc2ccco2)CCCC3)cc1	7	.	.	8	.	1	.	3	.	.
COc1ccc(-c2csc(NC(=S)NC(=O)c3ccccc3)n2)cc1Br	-3	-7	-8	-56	-9	.	-2	0	9	1
C/C(=N\NC(=O)c1cccc(S(=O)(=O)N2CCCC2)c1)c1cccs1	4	2	6	-10	-1	.	4	-8	-59	-1
Cc1cc(=O)oc2cc(OC(C)C(=O)NCCCn3ccnc3)ccc12 (stereo not drawn)	-5	1	-2	-7	8	-4	0	-7	-6	-1
CCCC(=O)c1ccc(N2CCN(S(=O)(=O)c3ccc(C)cc3)CC2)c(F)c1	-1	7	-3	5	-3	0	0	4	12	-1
CCN(Cc1ccccc1)C(=O)c1ccc2c(=O)n3c(nc2c1)CCC3	.	-9	-1	.	5	.	2	.	-8	.
O=C(CCC(=O)N1CCN(c2ccc(F)cc2)CC1)c1ccc(F)cc1	-4	-12	0	-10	3	.	-1	-1	15	0
O=C(Cn1cc(S(=O)(=O)N2CCCC2)c(S(=O)(=O)N2CCCC2)c1)NCc1ccco1	-4	-1	1	-29	1	-1	1	-6	0	-2
CCCCc1nnc(NC(=O)c2oc3ccc(OC)cc3c2C)s1	.	12	4	.	4	-6	1	.	-34	0
Cc1cc(Oc2ccc(Cl)cc2)nc(-c2ccccn2)n1	2	4	5	5	-25	9	-2	-2	6	-2
CC(C)(C)NC(=O)C(=O)NNC(=O)c1cccc(F)c1	5	2	-5	-77	9	-10	1	6	-89	-2
COc1ccc(/C=N/NC(N)=S)cc1OC(=O)c1ccccc1	2	-18	-1	-10	6	-2	-2	-2	-19	-1
CC1Oc2cc3oc4c(O)c5c(cc4c(=O)c3c(O)c2C1(C)C)C=CC(C)(C)O5 (stereo not drawn)	.	-24	-20	.	-1	.	-1	.	-265	3
CCOC(=O)c1sc2nc(C)nc(Nc3ccc(OC)c(OC)c3)c2c1C	-4	1	8	-10	19	0	1	1	-26	3
CC(C)CN(CC(C)C)S(=O)(=O)N1CCC(C(=O)NCCc2ccc(Cl)cc2)CC1	-2	11	-4	-42	-5	1	-4	-4	15	-5
CC(SCCc1ccccn1)C(=O)O (stereo not drawn)	-3	15	-3	0	-1	1	3	-2	-2	1
O=C(NCCCn1ccnc1)c1ccc(Cl)c(Cl)c1	0	-2	-7	-25	2	9	-2	10	-13	2
COc1ccc(C)cc1N(C(=O)Cn1nnc(-c2ccc(C)o2)n1)C(C(=O)NC1CCCC1)c1ccncc1 (stereo not drawn)	-1	-45	-26	-27	-1	-7	0	-3	-10	1
Nc1nc(SCc2ccc3c(c2)OCCO3)n[nH]1	1	15	3	-41	-3	3	-3	-5	-35	-6

(cont.)
SMILES	HSP90 refold inh	HSF-1 act	HSF1 inhib	KLF5 inhibitor	Platelet DG rel	DYRK1A inh	GSK3B inh	IEC-6 cytotox	aSyn UTR inh	GSK3A inh
CCOc1ccc(N2C(=O)CC(Sc3nccc(C)n3)C2=O)cc1 (stereo not drawn)	0	8	-3	7	1	7	3	3	9	-2
CCn1cc(CN2CCCC(C(=O)c3ccc(-c4ccccc4)c(F)c3)C2)cn1 (stereo not drawn)	-3	-9	-3	-33	-4	0	0	-2	18	-2
Cc1ccc(C(=O)Nc2nncs2)cc1S(=O)(=O)N1CCOCC1	2	36	-3	-10	-4	-5	1	4	2	-1
COc1ccc(CCNC(=O)CSc2nc(-c3ccco3)cc(C(F)(F)F)n2)cc1OC	6	24	0	-13	-3	.	5	4	-9	-3
Cc1cccc2c1ncc1c(=O)n(-c3ccccc3)[nH]c12	-3	40	18	-161	-3	0	1	-6	-146	-2
COc1ccc(CN(C)Cc2nc3scc(-c4ccccc4)c3c(=O)[nH]2)cc1OC	2	-10	-2	-36	5	1	2	-6	9	0
Cn1nccc1NC(=O)Nc1cccc(Cl)c1Cl	1	20	7	-37	3	-3	-2	1	18	-3
CCOC(=O)CC(C#N)c1c[nH]c2ccccc12 (stereo not drawn)	6	4	3	-1	-3	-11	2	4	-17	-7
COc1cc(C)nc(NC(=O)NC(=O)c2ccc(C(F)(F)F)cc2)n1	-3	4	-3	-24	-2	1	2	3	5	2
CC(C)(C)c1ccc(CN(Cc2ccccc2)C(c2ccccn2)c2nnnn2C(C)(C)C)cc1 (stereo not drawn)	4	-25	-11	-2	.	-1	0	-2	8	-7
CC(Sc1ncnc2ccccc12)C(=O)Nc1ccc2c(c1)OCCO2 (stereo not drawn)	2	26	9	-1	-1	-1	0	-8	-19	0
Cc1cc(=O)nc2c3ccccc3n(CC(=O)NCCCN3CCCC3=O)n12	-4	0	-1	-44	4	-2	1	0	-14	-1
Cc1noc(NS(=O)(=O)c2ccc(NC(=O)Nc3ccc(Cl)c(Cl)c3)cc2)c1C	-2	12	-1	-2	0	42	3	-1	13	-4
C=CCc1c(C)nc(C)nc1N/N=C/c1ccc([N+](=O)[O-])cc1	-1	9	0	-1	0	-5	4	1	10	-1
O=[N+]([O-])c1ccc2nc(-c3ccccc3[N+](=O)[O-])[nH]c2c1	-7	30	7	-30	0	14	1	6	-59	12
CN(C)c1cccc(C(=O)OCc2cc(=O)oc3cc(O)ccc23)c1	6	39	22	-6	3	4	6	-1	-36	6
Cc1cc(C(=O)OC(C(=O)Nc2cccc(C(F)(F)F)c2)c2ccccc2)c(C)o1 (stereo not drawn)	-6	5	8	8	-10	-2	1	-1	-14	2
O=S(=O)(Nc1c(O)ccc2ccccc12)c1ccccc1	.	-4	-17	.	0	16	0	.	23	5
COc1ccc(C(C(=O)NC2CCCC2)N(C(=O)c2snc(-c3ccc(F)cc3)c2N)c2ccccc2)cc1 (stereo not drawn)	-3	-4	-2	-12	-7	-14	-3	-3	-6	0

From PubChem BioAssay
